hgDAF12 agonist: agonists of H. glycines DAF-12 nuclear receptor. HEK293 GAL4-hgDAF12 UAS-luciferase reporter, agonist luminescence; normalized to butyrate control. activation, % at 6.8 µM. hit rate 1.8% among 370,000;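 active means activation above a cutoff set at the mean of all screened compounds plus 3 SD, cut at about 10% in these data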;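 further: 0% = DMSO wells and 100% = sodium butyrate wells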
DAX1 inh-1: inhibitors of human orphan nuclear receptor DAX1 (NR0B1) | inhibition, % at 6.75 µM | AID 504766 | HEK293 Gal4-DAX1 luciferase reporter, luminescence | hit rate 0.99% among 340,000 | P51843;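 active means inhibition above the mean over all tested compounds plus 3 SD, cut at about 4.2% in these data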;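 further: 0% = DAX1-transfected cells with DMSO and 100% = empty-vector control cells with DMSO; inhibition shows as a rise in luminescence from relieved DAX1 repression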
Target sequence (P51843 207-470 limits assumed): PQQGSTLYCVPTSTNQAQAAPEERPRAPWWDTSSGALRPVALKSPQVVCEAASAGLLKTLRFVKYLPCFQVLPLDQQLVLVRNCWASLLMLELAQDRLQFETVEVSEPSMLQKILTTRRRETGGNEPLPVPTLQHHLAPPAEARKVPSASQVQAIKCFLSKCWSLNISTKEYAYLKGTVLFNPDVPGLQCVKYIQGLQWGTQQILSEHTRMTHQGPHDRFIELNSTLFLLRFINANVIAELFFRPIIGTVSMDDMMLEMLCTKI
ADAM10 inh: ADAM10 inhibition, QFRET primary screen. hit rate 0.62% among 370,000. recombinant ADAM10, EDANS/DABCYL FRET peptide cleavage, 3 h. inhibition, % at 7 µM. AID 720582;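 active means inhibition above a per-campaign cutoff equal to the mean of compounds falling between control-based bounds plus 3 SD, cut at about 20% in these data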;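 further: 0% = DMSO wells while the 100% control is not disclosed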
DAX1 inh-2: DAX1 (NR0B1) inhibition, primary screen; HEK293T StAR-luciferase reporter, SF-1/DAX-1 repression relief; inhibition, % at 6.8 µM; hit rate 1.1% among 370,000; AID 652010;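 active means inhibition above the mean over all tested compounds plus 3 SD, cut at about 3.6% in these data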;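 further: 0% = DAX-1 cells with DMSO and 100% = cells lacking DAX-1 with DMSO; higher inhibition means more luminescence from relief of DAX-1 repression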
FXN GAA850 act: activators of GAA850 frataxin (FXN) promoter; HEK293 lucGAA850 FXN promoter luciferase reporter, 24 h; percent of 10 µM SAHA response; activation, % at 6 µM; hit rate 0.56% among 360,000;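 active means activation above the average of all compounds screened plus 3 SD, cutoff fixed separately per campaign, cut at about 7.5% in these data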;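 further: 0% = DMSO wells and 100% = 10 µM SAHA wells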
ssDAF12 agonist: S. stercoralis DAF-12 activation, primary screen; hit rate 1% among 370,000; HEK293 ssDAF-12/GRIP1 lit1-tk-luc reporter, luminescence; % of 3 µM dafachronic acid response; activation, % at 6.8 µM;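 active means activation above the mean over all tested compounds plus 3 SD, cut at about 0.9% in these data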;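 further: 0% = DMSO-only wells and 100% = 3 µM delta7-dafachronic acid wells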
NPR1 activator: GC-A (human) enzyme activation; hit rate 0.14% among 370,000; AID 1671463; HEK293 GC-A cells, cGMP TR-FRET, EC30 ANP; 0% at EC30 ANP, 100% saturating ANP; activation, % at 10 µM; P16066; in the data active means activation above about 40%
sPLA2-III inh: Inhibits HGIII-sPLA2 liposome hydrolysis, primary screen | AID 743126 | hit rate 0.56% among 370,000 | inhibition, % at 12.2 µM | QFRET BODIPY PC-A2 liposome hydrolysis, fluorescence;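 active means inhibition above mean plus 3 SD of compounds lying within the high and low control bounds, cut at about 19% in these data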;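 further: 0% = median of test compound wells and 100% = no enzyme DMSO wells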
Target sequence (Q9NZ20 whole entry, looked up): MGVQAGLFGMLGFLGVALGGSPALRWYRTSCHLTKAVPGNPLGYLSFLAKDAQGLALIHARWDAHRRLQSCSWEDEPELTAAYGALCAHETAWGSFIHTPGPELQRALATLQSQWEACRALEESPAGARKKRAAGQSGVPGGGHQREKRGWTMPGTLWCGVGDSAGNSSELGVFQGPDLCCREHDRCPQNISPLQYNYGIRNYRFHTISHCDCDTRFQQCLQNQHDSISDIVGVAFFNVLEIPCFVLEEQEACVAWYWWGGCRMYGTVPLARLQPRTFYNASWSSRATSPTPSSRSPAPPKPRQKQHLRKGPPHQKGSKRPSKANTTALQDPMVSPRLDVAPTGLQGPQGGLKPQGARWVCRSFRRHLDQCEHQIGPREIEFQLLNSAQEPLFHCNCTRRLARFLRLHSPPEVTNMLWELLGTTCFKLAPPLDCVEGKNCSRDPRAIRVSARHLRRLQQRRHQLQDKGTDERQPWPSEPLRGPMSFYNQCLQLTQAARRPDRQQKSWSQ
hcDAF12 agonist: activates DAF-12 receptor from parasite H. contortus | HEK293 hcDAF-12 lit1-tk-luc reporter, luminescence; 0% DMSO, 100% Δ7-dafachronic acid | activation, % at 6.8 µM | hit rate 1.4% among 370,000 | AID 652067;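 active means activation above the mean of all tested compounds plus 3 SD, cut at about 5.5% in these data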;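 further: 100% = response to 3 µM Δ7-dafachronic acid high control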
SMARCA2 act: increases SMARCA2 function in MMTV reporter cells. MG213 cells, MMTV-luciferase reporter, dexamethasone, overnight. activation, % at 9.1 µM. hit rate 1% among 370,000. AID 652017; in the data active means activation above about 7.8%;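 further: 0% = vehicle wells and 100% = reference activator wells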
NPR2 activator: GC-B (human) receptor activation. P20594. HEK293-GC-B cells, CNP EC30, cGMP TR-FRET; 0% at EC30 CNP, 100% saturating CNP. activation, % at 10 µM. hit rate 0.11% among 370,000;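 active means activation at 10 µM reaching about 35% in either raw or pattern-adjusted values, limit read from the data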
* marks the source's active call; other numbers are inactive results; i = inactive; / = not tested or not shown.

SMILES	hgDAF12 agonist	DAX1 inh-1	ADAM10 inh	DAX1 inh-2	FXN GAA850 act	ssDAF12 agonist	NPR1 activator	sPLA2-III inh	hcDAF12 agonist	SMARCA2 act	NPR2 activator
COc1ccc(C(CNC(=O)c2cc(S(=O)(=O)N3CCCC3)ccc2Cl)N2CCCC2)cc1 (stereo not given)	0.9	-0.3	-20	0.0	-2.9	-1.1	-23	11	-0.7	-2	-17
Cc1cc2cc(CNC(=S)Nc3ccc(OC(F)F)cc3)ccc2[nH]1	0.0	0.0	5	0.1	0.3	-0.7	3	6	-1.1	1	0
Cc1ccc(S(=O)(=O)NN=CC2(c3ccccc3)CC2)cc1	-0.6	1.1	-2	0.2	-1.3	-1.4	2	-5	0.2	9.8*	3
COc1ccc(NC(=O)O/N=C2/CCCc3ccc(OC)cc32)cc1	1.5	0.1	1	-0.3	0.3	-1.5	-5	3	-2.6	0	-4
COC(=O)NC1CSCC1OC(=O)c1ccc(Br)cc1 (stereo not given)	-1.6	-0.8	3	0.0	-0.8	-0.8	3	5	1.3	0	2
COc1ccc(NC(=O)c2cc(-c3ccco3)on2)cc1OC	2.2	-0.2	0	0.7	0.2	-0.7	3	5	0.8	-2	3
COc1ccc2c(c1)-c1c(ssc1=S)C(C)(C)N2C(=O)CSC1=NCCS1	1.4	-0.3	16	-1.1	-5.2	-1.5	-10	16	-2.2	-2	-9
C=CCNC(=O)c1c(C(F)(F)F)nn(C)c1Cl	2.3	-0.6	0	0.3	2.7	-0.8	0	-2	1.9	1	-2
CC1CCN(S(=O)(=O)c2ccc3c(c2)NC(=O)CS3)CC1	0.5	-0.1	2	0.2	0.4	-1.2	1	-5	-0.8	-2	13
CCN(CC)S(=O)(=O)c1ccc(C(=O)NCCCN=C2NS(=O)(=O)c3ccccc32)cc1	0.6	0.1	7	-0.5	2.0	-1.2	-2	0	-1.6	3	5
OC(COc1ccc(OCC(O)CN2CCCCC2)cc1)CN1CCCCC1 (stereo not given)	2.8	1.3	-8	0.4	2.5	-0.8	-3	3	-1.5	0	4
CC(C)(C)C(=O)NC(=O)Nc1ccccc1C(F)(F)F	-1.4	2.3	-3	0.1	0.8	-1.0	2	12	-0.9	-2	1
COc1cc(C(=O)OCC(=O)N(CC(C)C)C2CCS(=O)(=O)C2)cc(OC)c1C (stereo not given)	1.7	-0.5	-4	0.0	-0.6	-0.8	1	1	-0.4	2	-1
C[C@H](CO)N1C[C@H](C)[C@@H](CN(C)S(=O)(=O)c2ccccc2)Oc2c(NC(=O)NC3CCCCC3)cccc2C1=O	-1.5	0.0	6	-0.6	-0.3	-1.3	1	-16	-2.0	0	0
O=C(NCCN1C(=O)S/C(=C\c2ccc(Cl)cc2Cl)C1=O)C1=COCCO1	1.1	0.9	6	0.6	1.5	-1.1	-1	-18	-0.8	8.1*	-7
CC(C)C[C@H]1CNC(=S)N1CC1CCCN1C[C@H](CC(C)C)N1C[C@H](Cc2ccccc2)N(CC2CCCCCC2)C1=S (stereo not given in full)	-1.9	1.3	3	1.6	0.2	-0.7	3	-2	0.8	6	8
CC(O)(C#CCN1CCCC1)c1ccccc1 (stereo not given)	0.5	0.0	10	0.7	-0.2	-0.6	3	6	-1.3	-3	-1
COc1ccc(C(=O)N/C(=C\c2cn(C)c3ccccc23)C(=O)NCCCn2ccnc2)cc1OC	1.1	0.9	1	0.7	0.0	-0.3	5	-5	0.0	0	-1
Cc1cc(-c2ccccc2)nc(N(C)C)c1S(C)(=O)=O	-1.9	1.9	-10	-0.4	2.1	-1.5	3	-1	-0.6	1	0
Cc1cccc(C)c1NCc1nnc(SCC(=O)Nc2nc(-c3ccccc3)cs2)n1-c1ccccc1	-0.2	-0.4	-7	-0.5	1.3	-0.7	1	1	1.0	-2	2
CCN(CC)CCCN=C(N)N	-0.5	/	-1	-0.2	/	-1.2	-1	0	0.5	1	1
O=C(Nc1ccc2c(c1)OCCO2)c1ccc(Cl)c(S(=O)(=O)N2CCOCC2)c1	-0.1	-1.1	-1	-1.5	-2.4	-1.0	5	-4	-1.8	0	3
CN(C)c1ccc(NC(=O)CSc2nc3ccccc3c(=O)n2CC2CCCO2)cc1 (stereo not given)	-0.4	-0.3	-1	-0.5	0.3	-1.1	-2	13	-1.6	1	-2
O=C(Nc1cccc(C(F)(F)F)c1)C1=CC=CN2CCS(=O)(=O)N=C12	-2.0	1.3	-14	1.1	0.4	-1.2	0	12	0.7	-2	2
COCCNC(=O)CSc1nc2cc(OC)c(OC)cc2c(=O)n1CCc1ccc(S(N)(=O)=O)cc1	-4.1	4.0	3	-0.2	1.6	-1.1	-5	-1	-0.8	-1	-1
COC(=O)C1=C(C(=O)c2ccccc2)C(c2cccs2)n2nnnc2N1 (stereo not given)	-0.6	0.3	-11	-0.2	-0.1	-0.7	-3	4	0.0	0	0
CSc1cc(CS(=O)(=O)c2ccccc2)nc(-c2ccccc2)n1	-1.8	-0.1	-2	-0.4	0.3	-1.0	5	-16	-1.1	-2	-5
COC(=O)Cc1c(C)c2ccc(O)c(CNCc3ccc(OC)c(OC)c3)c2oc1=O	-2.6	0.7	i	0.0	-0.3	-0.9	2	4	-1.8	1	-3
O=C(O)c1ccccc1Sc1ncnc2sccc12	-0.1	3.0	-1	-0.6	0.5	-2.1	4	-5	-1.2	0	3
COc1ccc(C)cc1S(=O)(=O)n1cnc2ccccc21	-3.8	0.0	9	-0.4	-0.9	-1.2	-3	-2	-2.6	0	3
COc1ccc(-c2nn(C)c(=O)c3ccccc23)cc1CNC(=O)C1CCCCC1	-3.5	-0.1	-9	-0.2	0.7	-1.8	0	-4	-2.0	-5	0
CC(C)Oc1cc(F)ccc1-c1cc(C(=O)NCCCn2ccnc2)[nH]n1	-4.6	/	-7	0.6	1.1	-0.4	0	-2	-1.1	0	-13
Brc1ccc(CSc2nnc3ccccn23)cc1	4.0	2.3	-5	0.5	1.1	-1.9	0	8	-0.7	-3	-4
O=C(CCS(=O)(=O)c1ccccc1)OCC(=O)N1CCN(S(=O)(=O)c2ccc(Cl)cc2)CC1	-0.5	-0.7	-5	2.1	0.9	-0.8	-2	2	-1.0	0	-2
CCOc1ccc2cc(S(=O)(=O)N3CCOCC3)ccc2c1	-1.8	1.0	-5	-0.7	2.9	-1.0	1	-11	-0.5	-2	4
COC(=O)N1C[C@@H]2Oc3nccnc3O[C@@H]2C[C@@H]1c1ccccc1Br	-0.4	/	-3	0.3	/	-0.8	4	8	0.0	0	5
CCn1nnc(-c2ccccc2NC(=O)c2cc(OC)c(OC)c(OC)c2)n1	-1.1	-0.8	5	-0.3	0.9	-2.0	8	6	-0.9	0	0
COc1ccc(OC)c(C2C(C(C)=O)=C(O)C(=O)N2c2ccc(F)cc2)c1 (stereo not given)	-2.4	0.1	-1	-0.5	0.2	-0.6	-1	-24	-0.2	-6	-3
CS(=O)(=O)N(Cc1ccc(C(=O)Nc2ccccc2Sc2ccccc2)cc1)c1ccccc1	-0.5	-0.4	-2	-0.2	-1.2	-0.8	-3	-17	-1.0	0	-9
Cc1nnc(NCCO)c2ccccc12	-3.0	-0.1	2	-0.2	-1.4	-1.5	5	6	-0.5	-2	1
O=S(=O)(c1cccc(-c2csc(-c3cccnc3)n2)c1)N1CCCCC1	-1.3	0.8	-4	-1.4	3.9	-1.5	-1	-18	-3.5	-3	2
COc1ccc([C@H]2N[C@]3(CCCN(Cc4ccc(Br)cc4)C3=O)[C@H]3C(=O)N(C)C(=O)[C@@H]23)cc1	1.2	0.5	-8	-0.1	-2.1	-1.5	0	2	3.0	-1	0
Cc1ccc(S(=O)(=O)NC2=NCN(CC(=O)O)CN2)cc1	0.7	0.2	4	-0.2	-1.1	-0.8	2	4	-0.3	-1	2
Cc1ccc(Cn2cc(CN3[C@@H](CC(C)C)COc4cc(Br)ccc4S3(=O)=O)nn2)cc1	5.7	/	-14	0.1	/	-1.0	3	14	0.2	0	6
CC(C)(O[C@@H]1O[C@H](CO)[C@@H](O)[C@H](O)[C@H]1O)[C@@H]1CC=C(C(=O)O)CC1	-0.9	0.9	1	0.1	-2.0	-1.7	0	4	-2.5	1	6
O=C(COC(=O)c1cnccn1)c1ccc(Br)cc1	1.0	2.7	-2	0.2	-0.8	-0.9	4	-3	1.2	0	7
NC(=O)C1CCN(c2nc(-c3ccc(N)cc3)cs2)CC1	2.1	/	5	/	/	-1.2	-4	3	0.3	/	-6
C[C@@H]1C(=O)O[C@@H]2CC34[C@H]5C[C@@H](C(C)(C)C)C36[C@H](OC(=O)[C@@H]6O)OC4(C(=O)O5)[C@@]12O (stereo not given in full)	-0.8	1.4	5	0.1	-0.4	-1.3	-1	5	-0.8	1	10
Cc1ccc(C(=O)NCCCN2CCOCC2)o1	0.8	-0.2	1	0.2	-0.8	-1.4	5	0	1.4	3	5
Cc1cccc(C)c1NC(=O)C(c1ccnc2ccccc12)n1c(=O)c(-c2ccccc2)nc2ccccc21 (stereo not given)	-0.3	/	-193	-0.2	/	-1.6	-3	11	-1.7	-8	-3
Cc1nccn1S(=O)(=O)c1cc([N+](=O)[O-])ccc1Cl	-1.8	-1.1	-5	-0.2	4.6	-0.4	3	10	-1.1	-3	2
O=c1nccc(SCc2ccc(Cl)cc2Cl)[nH]1	-0.5	-0.1	3	-0.9	-1.2	-1.2	1	-13	4.3	-1	-5
O=C1Nc2ccccc2/C1=C\c1cccn1-c1ccc(OC(F)(F)F)cc1	-1.6	0.0	10	-1.8	-2.0	-1.5	9	-10	-1.0	0	-2

Entries of single compounds, looked up by structure.
O=C(Nc1ccc2c(c1)OCCO2)c1ccc(Cl)c(S(=O)(=O)N2CCOCC2)c1 is listed as hgDAF12 agonist = -0.1; DAX1 inh-1 = -1.1; ADAM10 inh = -1; DAX1 inh-2 = -1.5; FXN GAA850 act = -2.4; ssDAF12 agonist = -1.0; NPR1 activator = 5; sPLA2-III inh = -4; hcDAF12 agonist = -1.8; SMARCA2 act = 0; NPR2 activator = 3
CC(C)C[C@H]1CNC(=S)N1CC1CCCN1C[C@H](CC(C)C)N1C[C@H](Cc2ccccc2)N(CC2CCCCCC2)C1=S (stereo not given in full) is listed as hgDAF12 agonist = -1.9; DAX1 inh-1 = 1.3; ADAM10 inh = 3; DAX1 inh-2 = 1.6; FXN GAA850 act = 0.2; ssDAF12 agonist = -0.7; NPR1 activator = 3; sPLA2-III inh = -2; hcDAF12 agonist = 0.8; SMARCA2 act = 6; NPR2 activator = 8
C[C@H](CO)N1C[C@H](C)[C@@H](CN(C)S(=O)(=O)c2ccccc2)Oc2c(NC(=O)NC3CCCCC3)cccc2C1=O is listed as hgDAF12 agonist = -1.5; DAX1 inh-1 = 0.0; ADAM10 inh = 6; DAX1 inh-2 = -0.6; FXN GAA850 act = -0.3; ssDAF12 agonist = -1.3; NPR1 activator = 1; sPLA2-III inh = -16; hcDAF12 agonist = -2.0; SMARCA2 act = 0; NPR2 activator = 0

Random draw from the library; any-hit rate near 6.6%.
